# Source: PubChem BioAssay (several laboratories)
# EP2 modulator = EP2 receptor (human) modulation | EP2-expressing cells, cAMP HTRF FRET, PGE2 co-stimulation | induction, % at 25 µM | P43116 | 260,000 tested, 0.83% active;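 active = compounds whose cAMP rise, as percent of the full-agonist control response, exceeds 60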;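 also: rat C6 glioma line stably carrying human EP2 under a CMV promoter; the protocol text gives 20 µM as final concentration; 100% = response of wells given 1 µM PGE2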
# Target sequence (P43116 whole entry, looked up): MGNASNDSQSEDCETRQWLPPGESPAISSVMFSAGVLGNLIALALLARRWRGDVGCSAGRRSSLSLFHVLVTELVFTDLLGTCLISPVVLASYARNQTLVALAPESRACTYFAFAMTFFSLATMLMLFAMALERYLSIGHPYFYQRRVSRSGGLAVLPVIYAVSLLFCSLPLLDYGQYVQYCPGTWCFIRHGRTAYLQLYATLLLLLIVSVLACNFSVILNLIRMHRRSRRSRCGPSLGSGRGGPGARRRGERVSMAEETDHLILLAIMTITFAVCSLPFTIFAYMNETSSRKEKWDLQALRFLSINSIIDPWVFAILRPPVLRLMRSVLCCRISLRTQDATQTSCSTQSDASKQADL
# PGE2 EP2 inh = blocks the human prostaglandin E2 receptor EP2; AID 1422; P43116; inhibition, % at 25 µM; C6 glioma cells expressing human EP2, cAMP TR-FRET; cells stimulated with saturating PGE2; 260,000 tested, 0.52% active;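 active = percent inhibition above 40 after rounding to a whole number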;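 also: rat C6 glioma host cells with rolipram phosphodiesterase inhibitor present; the protocol text gives 20 µM as final concentration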
# Hck-Nef inh = human Hck-Nef kinase inhibition; P08631; Recombinant Hck-YEEI plus Nef, Z-Lyte FRET kinase assay; inhibition, % at 20 µM; 220,000 tested, 0.68% active; AID 463187;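 active = Hck-Nef kinase inhibition above about 50%, limit read from the data; inactive = inhibition below that limit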;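 also: 0% = DMSO with Hck plus Nef and 100% = Hck alone without Nef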
# Target sequence (P08631 whole entry, looked up): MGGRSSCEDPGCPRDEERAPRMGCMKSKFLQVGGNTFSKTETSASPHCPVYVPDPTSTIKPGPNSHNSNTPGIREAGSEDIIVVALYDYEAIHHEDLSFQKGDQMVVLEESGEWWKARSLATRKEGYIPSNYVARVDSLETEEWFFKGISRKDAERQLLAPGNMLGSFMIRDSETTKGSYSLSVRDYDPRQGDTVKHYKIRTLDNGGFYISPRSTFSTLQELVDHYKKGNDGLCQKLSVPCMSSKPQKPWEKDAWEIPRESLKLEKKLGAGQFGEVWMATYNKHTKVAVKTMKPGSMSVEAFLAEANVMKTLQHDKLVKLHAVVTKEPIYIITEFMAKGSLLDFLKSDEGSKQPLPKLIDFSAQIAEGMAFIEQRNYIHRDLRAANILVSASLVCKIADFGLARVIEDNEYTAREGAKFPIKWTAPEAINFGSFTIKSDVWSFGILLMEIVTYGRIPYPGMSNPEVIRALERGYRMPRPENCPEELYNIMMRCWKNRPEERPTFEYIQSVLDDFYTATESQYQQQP
# RBBP9 inhibitor = human RBBP9 hydrolase inhibition; O75884; recombinant RBBP9, FP-Rh probe fluorescence polarization; inhibition, % at 7.94 µM; 220,000 tested, 0.2% active; AID 1515;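 active = inhibition above the campaign mean of all tested compounds plus 3 SD, cut at about 14% in these data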;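 also: plate controls were DMSO wells with RBBP9 for no effect and wells lacking RBBP9 protein for full effect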
# Target sequence (O75884 whole entry, looked up): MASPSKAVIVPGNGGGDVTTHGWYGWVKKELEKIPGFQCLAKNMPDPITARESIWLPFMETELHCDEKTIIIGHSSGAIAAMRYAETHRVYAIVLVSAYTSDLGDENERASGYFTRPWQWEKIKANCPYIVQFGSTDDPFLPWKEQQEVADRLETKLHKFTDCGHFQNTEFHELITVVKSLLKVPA
#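 system = RBBP9 protein | input = RBBP9 at 2.5 µM in dispensed solution, before mixing | measured by = fluorescence polarization (mP), excitation 525 nm, emission 598 nm | incubation = enzyme-compound preincubation 30 min, then probe labeling 45 min, 25 °C | buffer or medium = Tris-NaCl-Pluronic buffer, pH 8.0 | compound = single dose 7.94 µM | also added = FP-Rh probe, 375 nM dispensing solution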
# Runt-CBFb FRET = inhibitors of human RUNX1 Runt domain binding to CBFb. 220,000 tested, 0.46% active. Cerulean-Runt/Venus-CBFb FRET ratio 530/480, 1 h. inhibition, % at 20 µM;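 active = inhibition over about 50% at 20 µM in the single-dose screen, limit read from the data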;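 also: 0% = DMSO wells and 100% = excess unlabeled CBFb competitor control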
#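 Assay system: Cerulean-Runt domain / Medium: Tris 50 mM pH 7.5, KCl, K2SO4, 0.01% BSA / Timing: protein complex preformed 1 h, compound exposure 1 h, room temperature, dark / Measured by: FRET, excitation 422 nm, emission at 530 and 480 nm / Evaluation: loss of energy transfer signal / Control set: 5 µM unlabeled CBFb as full-inhibition high control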
# TNF necrop inh = blocks TNF-alpha induced death of Jurkat FADD-/- cells | 220,000 tested, 0.068% active | AID 463075 | activation (protection from cell death), % at 10 µM | Jurkat FADD-/- TNF necroptosis rescue, ATP luminescence, 24 h; 0 = TNF only, 100 = no-TNF cells;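 active = activation, meaning protection from cell death, of at least 50% relative to plate controls; inactive = activation below 50%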;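 also: necroptosis triggered by 40 ng/mL TNF-alpha added together with compound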
# Runt-SMMHC FRET = blocks binding of human RUNX1 Runt domain to CBFb-SMMHC | 220,000 tested, 0.74% active | inhibition, % at 20 µM | Cerulean-Runt/Venus-CBFb-SMMHC FRET ratio 530/480, 1 h | Q01196+Q13951;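 active = mean inhibition across duplicate retests at 20 µM reaching about 50%, limit read from the data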;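 also: 0% = DMSO wells and 100% = wells with excess untagged CBFb-SMMHC; inhibitors lower the FRET ratio by blocking Runt binding to CBFb-SMMHC; some results filed as inactive read as strong as hits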
# PERK inh = inhibitors of human PERK kinase | Q9NZJ5 | CHO PERK-DD fusion, SEAP luminescence translation reporter | inhibition, % at 5.6 µM | 220,000 tested, 0.17% active | AID 1416;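 active = inhibition above the mean inhibition of all tested compounds plus 3 SD, set separately per screening campaign, cut at about 2.9% in these data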;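 also: PERK kinase domain activated by AP20187 dimerizer at 100 nM; 0% = DMSO with dimerizer and 100% = rapamycin at 8.4 µM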
# L929 necroptosis = blocks zVAD induced death of L929 cells | L929 zVAD necroptosis rescue, ATP luminescence, 24 h; with zVAD 60 µM | viability rescue, % at 10 µM | 220,000 tested, 0.38% active | AID 1377;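 active = activation, scaled between plate controls, above about 75%, limit read from the data; inactive = activation under that limit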;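 also: 0% = zVAD with DMSO and 100% = DMSO alone without zVAD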
# Active calls of the source: *; . = no result given. Some of the compounds tested; the hit share may differ from the screen's.
SMILES,EP2 modulator,PGE2 EP2 inh,Hck-Nef inh,RBBP9 inhibitor,Runt-CBFb FRET,TNF necrop inh,Runt-SMMHC FRET,PERK inh,L929 necroptosis
COc1ccccc1C(=O)C1CCCN(Cc2cnc(C)s2)C1 (stereo not drawn),-22,10,18,-7,1,1.6,2,0.6,1.0
CP(=O)(Nc1ccc(Cl)cc1)c1nc2c(s1)CCCC2 (stereo not drawn),-9,3,33,-1,2,-1.1,1,0.7,-0.9
CN1CN(c2cccc([N+](=O)[O-])c2)CN=C1N[N+](=O)[O-],18,9,-1,1,2,0.4,0,0.9,2.6
CC(C)n1c(O)c(C=NCc2cccnc2)c(=O)[nH]c1=S,19,8,22,-5,-2,-0.3,3,-1.1,0.1
Cc1cccc(-n2c(O)c(C=NC34CN5CN(CN(C5)C3)C4)c(=O)[nH]c2=O)c1,19,3,22,-7,2,-0.3,-3,1.1,2.8
O=C(Cc1cccs1)N1CCC2(CC1)OCCO2,20,-2,5,-9,-1,-0.4,1,1.1,0.4
CC1=C(/C=C/c2ccccc2)CCN(C)C1,1,12,1,-3,0,0.1,3,0.1,-0.2
C=CCn1c(O)c(C(C)=NC2CC2)c(=O)[nH]c1=O,8,27,1,-7,-2,0.4,2,1.0,2.5
CN1C(=O)/C(=C\N2CCc3ccccc32)C(=O)NC1=S,-36,7,1,-8,11,-0.3,-5,0.2,2.0
COc1cc2c(cc1OC)C(c1c(O)n(CCc3ccccc3)c(=S)[nH]c1=O)NCC2 (stereo not drawn),21,7,29,-11,3,-2.3,4,1.2,-0.3
CCOc1ccc(-n2c(O)c(C=NCCCn3ccnc3)c(=O)[nH]c2=O)cc1,-2,6,2,3,-1,1.0,2,2.1,0.0
COc1ccc(-n2c(O)c(C(C)=NC3CC3)c(=O)[nH]c2=O)cc1,7,14,1,-2,2,-2.3,-7,0.3,0.1
CC12CC[C@H]3[C@@H](CCC4(O)C[C@H](O)CCC34/C=N/NC(=O)c3ccccc3Cl)C1(O)CCC2C1=CC(=O)OC1 (stereo partly drawn),7,3,15,-8,2,4.4,-2,1.8,0.9
CC[C@@H](C(N)=O)N1CCCC1=O,.,16,.,-3,0,.,-2,1.7,.
Cc1cc(S(N)(=O)=O)ccc1N=Cc1c(O)n(-c2ccccc2)c(=O)[nH]c1=O,42,1,18,-3,-3,1.2,-18,0.4,2.7
Cc1cc(S(=O)(=O)NCc2ccccc2)ccc1OCC(=O)N1CCN(C)CC1,25,.,1,-4,-2,-0.6,-1,-0.1,-0.1
CCOCC(=O)NC1CCSC1=O (stereo not drawn),-7,13,0,-3,-3,0.9,3,0.9,1.0
COC(=O)COc1cc(C)cc2oc(=O)c3c(c12)CCCC3,11,7,-1,-10,-5,0.9,1,-0.4,3.2
CCC(=NCc1cc(OC)cc(OC)c1)c1c(O)[nH]c(=O)[nH]c1=O,25,2,15,-1,0,-11,-4,-1.6,-0.9
CNCCc1ccc(OC)c(OC)c1,17,10,27,.,5,1.7,-6,.,0.5
CNCC(O)c1cccc(OC(=O)c2ccccc2C)c1 (stereo not drawn),-6,.,1,5,-2,-2.8,4,0.7,-0.3
C=CCSc1nc2c(c(-c3ccsc3)c1C#N)CN(C)CC2,-17,12,33,-2,4,-1.7,-66,-1.4,-1.6
CCCCCCn1c(O)c(C=Nc2c(C)n(C)n(-c3ccccc3)c2=O)c(=O)[nH]c1=O,-3,4,3,0,36,-3.4,38,-1.4,-0.1
Clc1ccc2c(c1)C(c1ccccc1Cl)=NCc1nnc(N3CCN(CCOc4ccccc4)CC3)n1-2,29,9,3,-11,-10,-5.1,-7,-0.9,.
O=C(N/N=C1/CN2CCC1CC2)c1cccc(O)c1,24,3,0,5,1,0.7,-1,0.3,0.0
Cc1ccsc1C(=O)C1CCCN(Cc2cnc(N)nc2)C1 (stereo not drawn),-6,5,15,6,3,1.7,-1,0.9,0.1
N=c1c[n+](CC23CC4CC(CC(C4)C2)C3)[n-]o1,1,7,0,-8,-2,0.4,3,0.6,0.7
O=C(CN1CC=C(c2ccccc2)CC1)Nc1c(Cl)cccc1Cl,-85,16,1,6,1,2.1,3,0.0,0.1
Oc1ccc(Br)cc1CN1CCN(c2ccccc2)CC1,-2,2,0,2,1,0.5,-1,-0.7,0.0
OC(CNC1CCCCC1)c1ccccc1 (stereo not drawn),14,4,1,-3,0,0.6,-9,0.1,0.0
COc1ccc(C(=O)C2CCCN(C3CSCCSC3)C2)cc1OC (stereo not drawn),-15,9,-10,-4,1,2.1,2,2.2,0.2
O=C(Cc1ccccc1)Oc1cccc(-n2cnnn2)c1,14,7,34,-5,0,-0.2,-3,0.7,1.7
COc1ccc(-n2c(-c3ccco3)nc3ccccc3c2=O)cc1,-6,10,22,-1,0,-0.3,-3,-0.1,8.0
CCCCc1nc2ccccc2c(=O)n1-c1ccc(Cl)cc1[N+](=O)[O-],36,3,1,-1,-2,-2.0,3,1.4,0.0
O=C(c1cc(=O)[nH]c2ccc(Br)cc12)N1CCC2(CC1)OCCO2,-9,-9,0,-9,0,-3.6,0,-0.9,-0.1
COc1ccccc1CCNC1CCCC(C)C1 (stereo not drawn),34,11,6,-3,2,5.4,3,-0.7,0.8
CC(N)Cc1c[nH]c2cc3c(cc12)OCCO3 (stereo not drawn),4,.,-3,-3,0,0.6,-9,0.8,2.1
NC(=S)/N=C/c1c(O)[nH]c(=O)[nH]c1=O,10,11,63*,5,4,0.1,3,0.7,8.9
CC(=O)c1c(C)n(CCCOC(C)C)c2ccc(O)cc12,-3,20,-3,-8,1,-1.1,-3,-0.6,1.0
CN(C)C1=NC(N(C)C)=NP(N(C)C)(N(C)C)=N1,55,9,1,-11,-2,0.7,0,0.7,0.3
O=C1Nc2ccccc2/C1=C/c1cnc[nH]1,1,4,40,-6,-2,-22,-2,0.1,86*
CC1CN=C(Nc2cccc3ccccc23)S1 (stereo not drawn),5,10,2,1,-3,-0.4,3,-0.6,1.2
O=C(O)[C@H]1C[C@@H]1[C@H](NP(=O)(c1ccccc1)c1ccccc1)c1ccccc1,12,7,-12,-10,1,1.1,-1,1.8,0.4
O=C(Nc1ccc(F)cc1)OC1CN2CCC1CC2 (stereo not drawn),-32,12,6,-5,0,3.5,-1,-0.4,-0.1
O=C(COc1ccccc1)N1CCN(C/C=C/c2ccccc2)CC1,-19,13,4,3,-2,1.5,0,0.4,1.8
COc1ccccc1CN1CCN(C(=O)COc2cccc(C)c2)CC1,-7,7,1,-4,-1,1.5,2,-0.3,0.7
CC1CCCN(C(=O)c2ccc(N3CC4CC(C3)c3cccc(=O)n3C4)c([N+](=O)[O-])c2)C1 (stereo not drawn),4,10,1,-6,0,1.9,1,0.5,0.1
CCN1CCN(c2nc([N+](=O)[O-])nn2C)CC1,22,4,-11,2,2,1.7,-7,0.1,0.5
CN1CCN(c2ccccc2N)CC1,18,11,0,-11,2,0.8,-8,2.2,0.7
O=[N+]([O-])c1ccc(N2CCCC2)cc1N/N=C1\CN2CCC1CC2,21,3,-1,-10,-7,-0.1,-2,-1.5,.
COc1ccc(C)cc1NC(=O)N1CCC2(CC1)OCCO2,-7,4,0,1,0,1.0,2,-0.3,0.6
CCCCN1C(=O)NC(=O)C2(Cc3c(nc4ccccn4c3=O)N3CCc4ccccc4C32)C1=O (stereo not drawn),-3,3,-2,-11,-3,-2.6,-4,-0.5,-0.3
Nc1ccc(Cl)cc1C(=O)c1ccccc1Cl,67*,13,4,-8,-4,-15,-1,0.2,-1.0
COc1cc(/C=C2/C(=O)NC(=O)N(c3ccc(C)cc3)C2=O)cc(OC)c1OC,-36,13,22,-5,0,0.7,1,1.6,0.6
CCC(=O)Nc1cc(C(=O)N2CCC3(CC2)OCCO3)ccc1S(=O)(=O)c1ccc(C)cc1,27,9,1,0,-1,-2.9,-3,0.5,-0.3
COc1ccc(OC)c(-n2c(O)c(C=Nc3c(C)n(C)n(-c4ccccc4)c3=O)c(=O)[nH]c2=O)c1,40,6,-5,0,0,-1.0,-1,-0.9,.
COc1ccc2c(CN3CC=C(c4ccccc4)CC3)cc(=O)oc2c1,-33,4,21,-1,1,0.6,1,0.3,1.1
CN1CCc2nc3ccc(F)cc3c(C(N)=O)c2C1,29,17,0,9,1,-1.8,-3,1.8,-0.1
CC(=O)c1c(C)[nH]c(C(=O)N2CCC3(CC2)OCCO3)c1C,23,11,-1,-3,-1,0.0,0,0.6,2.8
O=C(Nc1ccc(OC(=O)N2CCCC2)cc1)N1CCOCC1,34,3,0,1,1,-2.0,-4,0.7,-0.3
# Additional records follow.
SMILES,EP2 modulator,PGE2 EP2 inh,Hck-Nef inh,RBBP9 inhibitor,Runt-CBFb FRET,TNF necrop inh,Runt-SMMHC FRET,PERK inh,L929 necroptosis
COc1ccc(OC(=O)N(C)C)c(CN(C)C)c1,29,9,2,-3,2,0.0,-2,0.6,-0.6
CC(=O)Nc1ccccc1C(=O)C(=O)Nc1cccc(C(=O)N2CCC3(CC2)OCCO3)c1,5,3,-3,1,1,-0.3,-2,0.0,2.0
COc1ccc(OC)c(-n2c(O)c(C=NCc3ccc4c(c3)OCO4)c(=O)[nH]c2=O)c1,5,3,4,-9,-3,0.8,-2,0.1,0.0
Cc1ccsc1-c1nc(CSCC(=O)N2CCC3(CC2)OCCO3)c(C)o1,7,4,-3,-1,1,-3.9,2,0.5,-0.1
c1ccc2sc(N3CCNCC3)nc2c1,-11,6,22,1,-2,1.1,-2,0.9,0.0
COCCCn1c(N)c(C(=O)NCCC(C)C)c2nc3ccccc3nc21,42,10,50*,-7,17,-17,88,-1.3,3.0
COc1ccc(N=Cc2c(O)n(-c3ccc(C)cc3)c(=O)[nH]c2=O)cc1,-16,4,1,7,35,-2.0,64*,1.6,-0.9
Cc1ccc2c(c1)CC1(CN2C)C(=O)NC(=O)N(c2ccccc2C)C1=O (stereo not drawn),27,6,1,-7,9,-0.5,9,-0.2,-0.2
CCOC(=O)c1c(NC(=O)C(c2ccccc2)c2ccccc2)sc2c1C1CCN2CC1,51,6,-1,-8,-2,-1.5,-1,-1.1,-0.1
CNS(=O)(=O)c1ccc(N=Cc2c(O)n(-c3cccc(C)c3)c(=O)[nH]c2=O)cc1,-7,4,19,-12,0,-1.3,-21,0.4,0.7

# Given tab-delimited: entries from further up
compound	EP2 modulator	PGE2 EP2 inh	Hck-Nef inh	RBBP9 inhibitor	Runt-CBFb FRET	TNF necrop inh	Runt-SMMHC FRET	PERK inh	L929 necroptosis
O=C(Cc1cccs1)N1CCC2(CC1)OCCO2	20	-2	5	-9	-1	-0.4	1	1.1	0.4
CC1=C(/C=C/c2ccccc2)CCN(C)C1	1	12	1	-3	0	0.1	3	0.1	-0.2
C=CCn1c(O)c(C(C)=NC2CC2)c(=O)[nH]c1=O	8	27	1	-7	-2	0.4	2	1.0	2.5
